# p47phox inh – p47phox/p22phox peptide binding inhibitors, primary screen, biochemical, uHTS, NADPH oxidase regulatory subunit; inhibition, % at 24.7 µM; 0.53% of 220,000 active; AID 1274, 2008; fluorescence polarization, 2 h; Neutrophil cytosol factor 1 (Homo sapiens), P14598;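 active = inhibition above about 30%, limit read from the data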;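 note: 0% = p47phox with labelled peptide and 100% = labelled peptide alone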
# Target sequence (P14598 whole entry, looked up): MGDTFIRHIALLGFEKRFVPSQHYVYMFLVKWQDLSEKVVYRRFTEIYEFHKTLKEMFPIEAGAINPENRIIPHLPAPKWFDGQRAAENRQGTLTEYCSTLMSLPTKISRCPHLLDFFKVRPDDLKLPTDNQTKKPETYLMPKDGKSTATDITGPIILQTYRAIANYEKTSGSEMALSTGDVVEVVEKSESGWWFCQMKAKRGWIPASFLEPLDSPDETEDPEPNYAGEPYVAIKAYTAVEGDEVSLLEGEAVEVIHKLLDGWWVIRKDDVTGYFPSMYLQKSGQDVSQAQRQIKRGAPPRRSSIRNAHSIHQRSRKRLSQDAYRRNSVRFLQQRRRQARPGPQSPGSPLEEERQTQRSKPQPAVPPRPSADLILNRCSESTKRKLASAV
# m-calpain inh – inhibitors of pig calpain II, primary screen, biochemical, fluorogenic peptide substrate, 1536-well; 0.37% of 220,000 active; AID 1236, 2008; inhibition, % at 16 µM; purified calpain II, 30 min;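 active = inhibition above about 50%, limit read from the data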
# p97 ATPase inh – inhibitors of human p97 ATPase, primary screen, biochemical. Transitional endoplasmic reticulum ATPase (Homo sapiens), P55072. recombinant p97 ATPase, Kinase-Glo ATP luminescence, 3 h. inhibition, % at 8 µM. 0.42% of 220,000 active; in the data active = inhibition above about 15%;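 note: 0% = DMSO vehicle and 100% = wells lacking enzyme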
# TbHK1 inh – Trypanosoma brucei hexokinase 1 inhibitors, primary screen, biochemical, G6PDH-coupled NADH absorbance, MLSCN library | hexokinase 1 [Trypanosoma brucei] | recombinant TbHK1, G6PDH-coupled NADH A340 | inhibition, % at 10 µM | 0.11% of 220,000 active | AID 1430, 2008;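 active = inhibition of 50% or more in the single-dose primary screen; inactive = inhibition below 50%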
# Furin inh – human furin inhibitors, primary screen, biochemical, fluorescence intensity; purified furin, fluorogenic substrate cleavage; inhibition, % at 30 µM; 0.061% of 220,000 active; in the data active = inhibition above about 25%; note: inactives centre near -15
# Target sequence (P09958 108-714 limits assumed): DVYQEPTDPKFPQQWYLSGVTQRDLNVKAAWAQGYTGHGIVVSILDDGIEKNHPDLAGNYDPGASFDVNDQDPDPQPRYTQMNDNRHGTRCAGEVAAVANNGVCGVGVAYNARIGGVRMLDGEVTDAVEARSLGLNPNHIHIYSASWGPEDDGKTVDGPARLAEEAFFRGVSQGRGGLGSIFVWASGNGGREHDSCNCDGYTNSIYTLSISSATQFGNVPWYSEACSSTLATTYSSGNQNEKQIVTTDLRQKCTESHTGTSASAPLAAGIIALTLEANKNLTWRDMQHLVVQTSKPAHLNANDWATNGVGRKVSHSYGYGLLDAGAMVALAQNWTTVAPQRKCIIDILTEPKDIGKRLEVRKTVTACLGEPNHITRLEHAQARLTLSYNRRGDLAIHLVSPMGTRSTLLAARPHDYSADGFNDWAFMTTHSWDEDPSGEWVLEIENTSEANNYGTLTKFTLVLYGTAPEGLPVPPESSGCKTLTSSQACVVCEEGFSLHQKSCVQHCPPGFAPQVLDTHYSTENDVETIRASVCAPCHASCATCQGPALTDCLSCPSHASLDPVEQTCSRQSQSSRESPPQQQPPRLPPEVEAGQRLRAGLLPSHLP
# RBBP9 inh – human RBBP9 inhibitors, primary screen, biochemical, fluorescence polarization, FP-Rh probe, HTS; Serine hydrolase RBBP9 (Homo sapiens), O75884; recombinant RBBP9; inhibition, % at 7.94 µM; 0.2% of 220,000 active;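 active = inhibition above the campaign mean of all tested compounds plus 3 SD, cut at about 14% in these data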;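 note: plate controls were DMSO wells with RBBP9 for no effect and wells lacking RBBP9 protein for full effect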
#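 system = RBBP9 protein | input = RBBP9 at 2.5 µM in dispensed solution, before mixing | measured by = fluorescence polarization (mP), excitation 525 nm, emission 598 nm | incubation = enzyme-compound preincubation 30 min, then probe labeling 45 min, 25 °C | buffer or medium = Tris-NaCl-Pluronic buffer, pH 8.0 | compound = single dose 7.94 µM | also added = FP-Rh probe, 375 nM dispensing solution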
# EBV gp42 inh – Epstein-Barr virus gp42 inhibitors, primary screen, biochemical, uHTS, fluorescence polarization; 0.42% of 220,000 active; Fluorescence polarization binding assay, mP read-out; Glycoprotein 42 (Epstein-Barr virus (strain AG876)), Q1HVG2; AID 1085, 2008; inhibition, % (tested at 21.74 µM); in the data active = inhibition above about 50%
# Runt-SMMHC FRET – inhibitors of RUNX1 Runt–CBFb-SMMHC binding, primary screen, biochemical, FRET, Cerulean-Runt, Venus-CBFb-SMMHC, uHTS; 0.74% of 220,000 active; Runt-related transcription factor 1 (Homo sapiens) + Core-binding factor subunit beta …; inhibition, % at 20 µM; Cerulean-Runt/Venus-CBFb-SMMHC FRET ratio 530/480, 1 h; AID 1434, 2008;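 active = mean inhibition across duplicate retests at 20 µM reaching about 50%, limit read from the data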;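 note: 0% = DMSO wells and 100% = wells with excess untagged CBFb-SMMHC; inhibitors lower the FRET ratio by blocking Runt binding to CBFb-SMMHC; some results filed as inactive read as strong as hits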
# Runt-CBFb FRET – inhibitors of RUNX1 Runt–CBFb binding, primary screen, biochemical, FRET, Cerulean-Runt, Venus-CBFb, uHTS. Cerulean-Runt/Venus-CBFb FRET ratio 530/480, 1 h. 0.46% of 220,000 active. Runt-related transcription factor 1 (Homo sapiens) + Core-binding factor subunit beta …. inhibition, % at 20 µM. AID 1496, 2009;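 active = inhibition over about 50% at 20 µM in the single-dose screen, limit read from the data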;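 note: 0% = DMSO wells and 100% = excess unlabeled CBFb competitor control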
#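 Assay system: Cerulean-Runt domain / Medium: Tris 50 mM pH 7.5, KCl, K2SO4, 0.01% BSA / Timing: protein complex preformed 1 h, compound exposure 1 h, room temperature, dark / Measured by: FRET, excitation 422 nm, emission at 530 and 480 nm / Evaluation: loss of energy transfer signal / Control set: 5 µM unlabeled CBFb as full-inhibition high control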
# * = called active by the depositor; . = not tested or not shown; [ ] = another dose, or the depositor's remark. An unsorted share of the library; about 2.7% have a hit in one of these screens.
SMILES,p47phox inh,m-calpain inh,p97 ATPase inh,TbHK1 inh,Furin inh,RBBP9 inh,EBV gp42 inh,Runt-SMMHC FRET,Runt-CBFb FRET
NC(=O)c1ccsc1NC(=O)c1cccs1,.,.,8.2,-38.0,-10.4,-10.3,.,.,.
C=CCn1c(-c2cccc(OC)c2)nc2nc3ccccc3nc21,-7.1,-16.2,1.1,-36.7,1.9[20 µM],-3.5,0.8,3.0,-1.0
O=C1CCc2cc(S(=O)(=O)NCCC(=O)NC3CCN(Cc4ccccc4)CC3)ccc2N1,-10.6,-43.2,-1.5,-2.8,-16.7,-5.9,-5.4,4.8,-1.4
CCCCn1c(/N=C/c2ccc(N(C)C)cc2)nc2ccccc21,-45.5,-4.4,2.1,-30.5,-24.0[20 µM],-7.9,-93.0,-54.1,-5.0
CCOC(=O)C1=C(CC)Nc2ccccc2N/C1=N\S(=O)(=O)c1ccc(C(=O)OCC)cc1,5.6,20.9,-3.0,-5.7,-5.7,-10.5,4.2,1.6,-0.9
O=C(CCSc1nc(-c2ccc3c(c2)OCO3)cc(C(F)(F)F)n1)NCc1ccco1,-11.3,-50.2,0.5,0.3,-21.1,-1.3,-1.8,0.0,-7.7
Cc1ccccc1Cn1nc(C)c(NC(=O)C2(C)CC2(Cl)Cl)c1C (stereo not given),6.2,-12.6,4.0,3.4,-25.5,-3.8,-7.3,0.1,-1.9
COc1ccc(N(CC(=O)N/N=C/c2ccc3c(c2)OCO3)S(=O)(=O)c2ccccc2)cc1,-30.0,-36.4,3.5,3.0,-37.4,-2.5,-15.6,-0.3,-0.3
COc1ccc(NC(=O)CSc2nnc(Cn3c(=O)sc4ccccc43)n2C)cc1OC,-7.1,-3.4,1.9,-6.5,-24.4,-8.2,-0.9,3.9,-0.6
CCCc1cc(=O)[nH]c(SC(CC)C(=O)Nc2ccccc2C#N)n1 (stereo not given),-9.2,-11.5,2.2,7.7,-26.9[20 µM],-8.5,-20.9,1.9,-1.7
COC(=O)c1sccc1NC(=O)c1sccc1C,-16.4,-19.3,5.4,2.6,-16.8[20 µM],-3.9,-15.8,-1.1,-0.1
COc1ccccc1NC(=O)Cn1c2ccccc2c2nc3n(c(=O)c21)CCS3,-2.1,-11.4,4.4,-8.8,-25.2,-4.0,-0.7,1.4,-5.9
Cn1c(=O)n(Cc2ccccc2Cl)c2ccccc21,-6.1,-14.6,2.1,0.0,-30.3,-3.9,-4.1,-2.5,0.5
O=c1[nH]c(=S)[nH]nc1Cc1ccccc1,-3.3,1.9,-3.0,-1.9,-17.4,-12.8,-18.7,-8.4,0.6
O=C(NCCc1ccc(Cl)cc1)c1ccc2nc[nH]c2c1,-5.5,4.2,5.8,-5.3,-23.6,0.3,-9.8,-0.7,2.3
O=C(NCCN1CCOCC1)c1nn2c(c1Cl)NC(c1ccccc1)CC2C(F)(F)F (stereo not given),-21.2,16.0,6.9,-2.3,-19.2,-1.6,-25.7,-7.3,-5.1
Cc1ccccc1NC(=O)Cn1c(=O)n(-c2ccc(CC(=O)NCC3CCCO3)cc2)c(=O)c2ccccc21 (stereo not given),-8.8,25.2,-2.1,5.8,-15.6,-2.5,-5.2,-4.4,-2.6
COc1cccc(OC)c1C(=O)Oc1ccc2c(c1)O/C(=C\c1ccncc1)C2=O,-17.5,-31.1,4.4,28.1,3.6,-3.6,-17.5,-19.5,-21.4
CCCc1nnc(SCC(=O)N2CCOCC2)n1Cc1ccco1,-13.8,-4.6,-5.8,2.1,-11.2[20 µM],-3.2,-4.7,0.6,7.2
CN(C(=O)Cn1cccc1C1=NC(c2ccccc2)CO1)c1ccccc1 (stereo not given),-6.7,5.5,2.6,3.9,-30.5,-6.2,-14.8,3.3,-3.3
CC(C)COc1ccc(N)cc1OCC(C)C,-5.1,22.7,-3.7,7.9,-10.0,-3.1,-6.4,-9.7,-4.0
CN(CC1CCCO1)S(=O)(=O)c1ccc(C(=O)Nc2ccc3c(c2)OCO3)cc1 (stereo not given),-3.2,10.6,-3.0,10.1,4.9,-3.9,-25.7,-2.3,0.0
Cc1cc(NC(=O)COC(=O)C2=COCCO2)c([N+](=O)[O-])cc1C,-0.2,10.9,2.5,-5.2,-2.7,1.2,-6.7,1.2,2.9
C=CCn1c(SCC(=O)NCc2ccco2)nc2sc3c(c2c1=O)CCCC3,-15.4,5.3,0.9,-5.2,1.1[20 µM],3.9,-11.1,-2.3,-0.3
CCNC(=O)OCc1cn(-c2ccc(Cl)cc2)nn1,-5.4,-1.3,4.6,-3.6,-15.7,-4.6,-11.4,-0.4,0.4

# (more compounds)
SMILES,p47phox inh,m-calpain inh,p97 ATPase inh,TbHK1 inh,Furin inh,RBBP9 inh,EBV gp42 inh,Runt-SMMHC FRET,Runt-CBFb FRET
C#CCOCCOCCOCCNc1nc(N2CCN(C(=O)[C@H](C(C)C)n3cc(CCO)nn3)CC2)nc(N2CCN(C(=O)[C@H]([C@@H](C)CC)n3cc(CCCN=C(N)N)nn3)CC2)n1,-1.2,11.3,1.0,9.3,-11.2,-9.6,1.3,4.1,-3.0
CCCCSc1nc(O)c(Cc2ccccc2)c(=O)[nH]1,-3.3,25.1,-6.8,-4.9,-15.9[20 µM],-4.0,11.2,2.3,0.2
COc1ccc(C2/C=C\CN(C(=O)c3ccccc3)[C@H](Cc3ccccc3)C(=O)N2Cc2ccc(F)cc2)cc1 (stereo not given in full),-27.5,-33.9,.,2.8,-21.9,.,-18.6,1.6,0.5
O=C(Oc1ccc2ccc(=O)oc2c1)N1CCOCC1,-7.0,-280.8,-1.4,-11.6,-11.1,-6.1,-7.4,-1.7,-0.4
Cc1cc(Oc2ccc(-c3ccccc3)cc2)n2ncnc2n1,-4.5,10.9,-2.2,-1.9,-15.7,-4.9,-21.2,3.2,-1.3
O=C(CCCOc1ccccc1)Nc1nccs1,1.2,6.4,2.3,-5.7,-11.3,1.2,-18.9,3.9,-0.7
O=c1[nH]c2ccccc2n1C1=CCCC1,4.2,-30.5,-4.7,1.0,-19.6,-3.4,-0.2,3.8,-1.5
O=C1/C(=C/c2ccc(F)c(F)c2)CSc2sccc21,-16.3,-1.7,-4.3,-12.3,3.0[20 µM],-1.0,-22.8,-1.5,1.0
COc1ccc(C2NCCc3c2[nH]c2ccccc32)cc1CSc1nc2ccccc2s1 (stereo not given),58.4*,-75.5,11.0,1.2,-12.6,1.9,-18.0,-5.1,3.6
Cc1ccc(NC(=O)CN(C)S(=O)(=O)c2cccc3nsnc23)cc1,-5.3,-26.2,-5.4,-10.0,-20.4,7.6,-7.2,1.2,1.8
O=C(CN(c1ccc(F)cc1)S(=O)(=O)c1ccc2c(c1)OCCO2)N1CCOCC1,-1.8,-41.0,2.9,-0.1,-12.8,-5.6,-11.1,4.0,1.9
COc1c(/C=N/NC(=O)[C@H]2C[C@@H]2c2ccccc2)c(CCN(C)C(C)=O)cc2c1OCO2,-14.2,-15.2,0.9,-9.1,-2.3,-9.1,-7.6,-0.2,0.2
Cc1ccc(-n2ncc3c(N4CCCC4)ncnc32)c(C)c1,-20.6,18.0,-2.9,2.5,-25.4,-4.4,-14.5,0.1,.
CC1CN(C(=O)c2ccncc2)CC(C)O1 (stereo not given),9.2,1.0,3.4,0.9,-18.5[20 µM],-1.5,-8.0,-5.8,-0.6
COc1ccc(Cn2c(S(=O)(=O)CC(N)=O)nc3ccccc32)cc1[N+](=O)[O-],7.8,8.4,-1.2,-1.4,-13.9,1.5,3.1,-1.5,2.6
O=C1CC(c2ccco2)CC(O)=C1C=Nc1ccc(Br)cc1 (stereo not given),-6.4,-1.9,6.2,-0.4,-15.7[20 µM],0.1,-17.6,6.7,13.4
CCCN1CNC(=S)N(c2cc(C)ccc2C)C1,-8.5,-17.4,9.8,0.2,-22.8[20 µM],-6.2,-12.0,0.8,0.7
Nc1nonc1-c1noc(CCCN2C(=O)c3ccccc3C2=O)n1,-3.8,7.4,1.9,-4.5,-21.6,-10.1,-5.7,-2.8,1.7
Cc1cccc(C)c1NC(=O)N1CCC(n2cnc3ccccc32)CC1,9.8,14.5,-0.7,-18.8,-22.6,-2.2,-6.5,-4.0,0.7
Cc1ccc(C)c2sc(NC(=O)CN3C(=O)CCC3=O)nc12,4.2,11.4,5.0,-15.1,-3.6,-3.8,-6.2,-5.3,4.1
COc1ccc(-c2cnc3ncnn3c2N)cc1,-3.2,20.8,-2.7,8.8,-22.5,-3.7,-7.0,-0.7,-1.4
CCn1c(Cc2ccc(OC)cc2)nnc1SCc1nc2ccccc2c(=O)[nH]1,-4.3,2.4,3.6,5.5,-39.0,-1.5,-9.0,1.6,0.7
O=[N+]([O-])c1ccc2nnn(O)c2c1,-2.6,25.1,0.8,-20.0,-10.9,-12.7,5.4,5.6,-1.4
Cn1cc([C@@H]2C[C@H]3CN(Cc4cccc(Cl)c4)C(=O)[C@]34CCCN24)c2ccccc21,-157.6,-54.2,1.5,-13.2,-24.8,-12.6,-6.7,-1.3,-3.7
O=C(OCC1CC(c2ccccc2Cl)=NO1)c1ccc(Br)cc1 (stereo not given),8.4,17.6,-0.7,2.2,-13.2,-5.3,-10.7,-1.2,-0.6
Oc1ccccc1/C=N/n1cnnc1,-13.8,-83.5,-0.7,-19.0,-18.8[20 µM],2.1,-26.8,-25.7,-12.0
COc1cccc(NC(=O)N2CCC(N3CCCCC3)CC2)c1,-7.7,0.7,1.0,-0.4,-18.6[20 µM],-6.8,-13.7,2.8,0.5
Brc1ccc(C2=Nn3c(nnc3-c3n[nH]c4c3CCC4)SC2)cc1,-11.1,-18.4,1.0,18.1,-15.5,-4.8,-2.5,2.5,-0.3
COCCNC(=O)COC(=O)C1=Cc2ccccc2OC1,-4.4,-32.6,7.3,-12.6,-17.4,-2.6,-22.6,0.6,0.4
CCCCNC(=O)N1CCN(C/C=C/c2ccccc2)CC1,-10.8,13.8,2.1,-5.3,-28.3,1.2,-8.1,1.3,1.0

# Grouped by structure, the entries above with a furan ring, fused or not (4)
SMILES,p47phox inh,m-calpain inh,p97 ATPase inh,TbHK1 inh,Furin inh,RBBP9 inh,EBV gp42 inh,Runt-SMMHC FRET,Runt-CBFb FRET
O=C(CCSc1nc(-c2ccc3c(c2)OCO3)cc(C(F)(F)F)n1)NCc1ccco1,-11.3,-50.2,0.5,0.3,-21.1,-1.3,-1.8,0.0,-7.7
CCCc1nnc(SCC(=O)N2CCOCC2)n1Cc1ccco1,-13.8,-4.6,-5.8,2.1,-11.2[20 µM],-3.2,-4.7,0.6,7.2
C=CCn1c(SCC(=O)NCc2ccco2)nc2sc3c(c2c1=O)CCCC3,-15.4,5.3,0.9,-5.2,1.1[20 µM],3.9,-11.1,-2.3,-0.3
O=C1CC(c2ccco2)CC(O)=C1C=Nc1ccc(Br)cc1 (stereo not given),-6.4,-1.9,6.2,-0.4,-15.7[20 µM],0.1,-17.6,6.7,13.4
